Screening results (PubChem)
Akt phos inh – blocks phosphorylation of Akt. Neuro2A IGF-stimulated pAkt S473 HTRF, 20 min; hits give low values. activity change, % for hits at 50 µM. 360,000 compounds, 0.32% hits. AID 651550; in the data active means activity change below about -80%; inconclusive means mostly about -51% to -80%; further: on the % scale 0 is the no-effect control and ±100 the full control effect
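Neuro2A cells in DMEM with 0.5% FBS, overnight at 37 deg C, given compound at single 50 µM final, then IGF (6 nM final) for 20 min at 37 deg C. Lysed; phospho-Akt Ser473 by HTRF after 24 h, 665/615 ratio.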
EPAC2 ag – agonists of human EPAC2 (RAPGEF4) | Potency, µM (top dose mostly 154 µM), for the others: top-dose activation, actives largely listed as activators | EPAC2 activation, biochemical qHTS; response scale: 100% = 6.5 mM cAMP response | 360,000 compounds, 0.079% hits | AID 720711; further: potency means the concentration at half of the fitted maximal effect; nearly all actives have a fitted effect of over 50% in size
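Exchange assay: 100 nM EPAC2 with 250 nM Rap1B-BODIPY-GDP and 50 uM GDP. Fluorescence (ex 480/em 540 nm) read every 5 min for 30 min at room temperature. Data normalized to 6.5 mM cAMP as agonist control.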
CCT chaperon mod – cytosolic chaperonin activity modulation; purified chaperonin ATPase assay, HTRF ADP detection, 30 min; activity change, % (no concentration beside the values), hits read low; 360,000 compounds, 0.3% hits; AID 651819; in the data active means activity change below about -30%; further: on the % scale 0 is the no-effect control and ±100 the full control effect
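Nucleotide hydrolysis assay: TRiC at 20–40 nM final (set by batch activity) with 10 uM ATP, 30 min at 37 °C, in presence of 76 uM compound. Detection by competitive ADP HTRF, 30 min ambient.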
EPAC2 antagonist – EPAC2 (human) antagonism | EPAC2 GEF exchange of Rap1B-BODIPY-GDP, fluorescence | 360,000 compounds, 0.18% hits | AID 720708 | Q8WZA2 | Potency, µM (doses to about 114 µM), for the others: at the top dose activity, negative = inhibition, hits mostly inhibitors; further: potency means the concentration at half of the fitted maximal effect; on the % scale 0 is the no-effect control and ±100 the full control effect; nearly all actives have a fitted effect of over 45% in size; many of its hits are not listed in these tables
DRD3 agonist – D3 dopamine receptor (human) agonism; max activation, %; D3R DiscoveRx beta-arrestin cells, luminescence, 90 min; 410,000 compounds, 0.58% hits; in the data active means max activation above about 30%; further: 0% is about no effect; mostly tested at two doses, the higher about 12 µM
Target sequence (P35462 whole entry, looked up): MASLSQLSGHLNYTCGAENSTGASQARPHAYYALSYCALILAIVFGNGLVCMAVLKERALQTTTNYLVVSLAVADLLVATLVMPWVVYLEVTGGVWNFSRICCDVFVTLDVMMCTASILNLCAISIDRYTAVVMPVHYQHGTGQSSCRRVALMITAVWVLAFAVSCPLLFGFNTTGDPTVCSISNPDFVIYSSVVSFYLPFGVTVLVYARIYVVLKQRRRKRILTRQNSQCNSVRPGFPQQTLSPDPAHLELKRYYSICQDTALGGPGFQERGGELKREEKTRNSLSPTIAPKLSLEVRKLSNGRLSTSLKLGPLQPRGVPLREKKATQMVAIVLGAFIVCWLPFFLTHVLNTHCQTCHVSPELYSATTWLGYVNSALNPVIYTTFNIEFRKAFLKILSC
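Cells at 1500/well, incubated overnight, then treated with pinned compounds (dopamine as control) for 90 min at 37 degrees C. DiscoveRx reagent added for 30 - 60 minutes at room temperature; luminescence read.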
D3 antag – antagonists of human D3 dopamine receptor; D3R cells, DiscoveRx beta-arrestin luminescence, antagonist mode; hits give low values; max response, negative = inhibition, %; 360,000 compounds, 2.5% hits; in the data active means max response below about -50%; inconclusive means no clear call, values can overlap the other calls; further: on the % scale 0 is the no-effect control and ±100 the full control effect; mostly tested at two doses, the higher about 12 µM
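Cells plated overnight at 1500 cells/well, then exposed to library compounds with dopamine controls for 90 minutes at 37 degrees C. DiscoveRx reagent added for 30–60 minutes at room temperature; luminescence read, quantitative HTS format.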
Mm-Cpn inhibitor – M. maripaludis TRiC chaperonin inhibition | 330,000 compounds, 0.031% hits | purified Mm-Cpn ATPase, ADP Transcreener TR-FRET | Potency, µM (top dose mostly 76.9 µM), without a hit: at the highest dose activity, negative = inhibition, most hits filed as inhibitors; further: potency means the concentration at half of the fitted maximal effect; on the % scale 0 is the no-effect control and ±100 the full control effect; nearly all actives have a fitted effect of over 80% in size
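ATPase read-out: TR-FRET ADP immunoassay (anti-ADP Eu cryptate vs ADP-d2), ex 320 nm, em 590/665 nm; signal drops as ADP forms. Enzyme 25 nM, ATP 10 uM, 30 min at 37°C after 10 min compound preincubation.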
PTHR1 agonist – activates the human parathyroid hormone receptor PTHR1; HEK293 GP2 PTHR1 cells, GloSensor cAMP luminescence, 1 h; 410,000 compounds, 0.075% hits; Q03431; Potency, µM (top dose mostly 115 µM), without a hit: top-dose activation, most hits filed as activators; AID 743266; further: potency means the concentration at half of the fitted maximal effect; nearly all actives have a fitted effect of over 55% in size; some results filed as inactive show a strong effect at the top dose; inactives centre near -15; many of its hits are not listed in these tables
Target sequence (Q03431 whole entry, looked up): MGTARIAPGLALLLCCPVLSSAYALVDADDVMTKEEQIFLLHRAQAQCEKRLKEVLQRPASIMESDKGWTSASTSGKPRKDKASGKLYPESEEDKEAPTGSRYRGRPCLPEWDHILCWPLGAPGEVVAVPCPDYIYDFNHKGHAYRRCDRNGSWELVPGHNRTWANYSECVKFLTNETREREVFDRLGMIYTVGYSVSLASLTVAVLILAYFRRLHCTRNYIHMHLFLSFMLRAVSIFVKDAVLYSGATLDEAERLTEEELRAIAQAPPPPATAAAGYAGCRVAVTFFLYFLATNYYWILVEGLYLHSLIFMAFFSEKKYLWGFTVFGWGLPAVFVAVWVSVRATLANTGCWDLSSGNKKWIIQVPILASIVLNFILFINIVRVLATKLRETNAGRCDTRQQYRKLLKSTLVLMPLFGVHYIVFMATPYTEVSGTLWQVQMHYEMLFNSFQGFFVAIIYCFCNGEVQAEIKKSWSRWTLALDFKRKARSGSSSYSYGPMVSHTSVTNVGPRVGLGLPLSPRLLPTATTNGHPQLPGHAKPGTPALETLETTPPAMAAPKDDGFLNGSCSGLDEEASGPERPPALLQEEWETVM
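HEK-293-derived GP2 cells expressing PTHR1 and a GloSensor cAMP reporter, 3,000/well, plated overnight, given luciferin plus IBMX (each 0.5 mM as added) for 1 h at 37 °C, then compound for 1 h at 37 °C. Luminescence was read after 15 min at room temperature.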
* = called active by the depositor; i = inactive; ? = inconclusive; nt = no result given; & = joins results of further samples; [ ] = remark or other dose. Unless noted, the call rests on the fitted dose curve; in most records, active means well fitted curve in the direction sought with a large enough effect; inconclusive means small, poorly fitted or top-dose-only effect, or another doubt; inactive means no such curve, though single readings can be large; an effect the other way counts as inactive or inconclusive. The list is partial (hit frequency here may not be typical).

Every second line gives: Akt phos inh | EPAC2 ag | CCT chaperon mod | EPAC2 antagonist | DRD3 agonist | D3 antag | Mm-Cpn inhibitor | PTHR1 agonist
CCCSc1ccc([C@@H]2[C@@H]3C(=O)N(C)C(=O)[C@@H]3[C@]3(C(=O)OC)CCCCN23)cc1OC
→ i | 12% | -1.0 | 6% | 16 | -14 | -1% | -42%[inhibitor]
CC(CC(=O)NNC(=O)c1ccncc1)c1ccccc1 (stereo not given)
→ i | 6% | -0.4 | -2% | 12 | 13 | -1% | i
COc1cccc(CNC(=O)COC(=O)c2c(C)nn(-c3ccccc3)c2Cl)c1
→ i | 1% | 0.0 | -1% | 3 | 0 | -6% | i
CCOC(=O)[C@]12CCC=C1N(CCC1=CCCCC1)C(=O)[C@H](CC(=O)NCc1cccc3ccccc13)C2
→ i | 7% | 0.0 | -1% | -8 | -1 | nt | -18%
CN1CCN(/C=N/c2sc3c(c2C#N)CCCCC3)CC1
→ i | -7% | 0.8 | 12% | -12 | -30 | 0% | -52%[inhibitor][57.5 µM]
COCCNC(=O)c1ccc(N2CC3CC(C2)c2cccc(=O)n2C3)c(NC(=O)c2ccccc2Cl)c1 (stereo not given)
→ i | 8% | 0.9 | -10% | -3 | 28 | nt | -24%
COc1cccc(C2CC(c3ccc(C)cc3)Nc3nc(N)nn32)c1 (stereo not given)
→ i | 4% | 0.4 | 0% | 0 | 8 | 3% | i
C#CCOCCOCCOCCNc1nc(N2CCN(C(=O)[C@H]([C@@H](C)CC)n3cc([C@@H](N)CO)nn3)CC2)nc(N2CCN(C(=O)[C@H]([C@@H](C)CC)n3cc([C@@H](N)CC(C)C)nn3)CC2)n1
→ i | 6% | -2.5 | 13% | -29 | 0 | nt | 0%
COc1ccc(C(=O)Nc2cccc(-c3cnc4ccccc4n3)c2)cc1
→ i | 3% | -0.3 | 0% | -1 | 21 | -1% | -5%
CCOC(=O)c1ccc(NC(=O)CN2C(=O)C(=O)N(CC(C)C)C2=O)cc1
→ i | -3% | -0.5 | -3% | 4 | 10 | -11% | -10%
CON=C1C=C(C)C(=O)C(C)=C1C
→ i | -2% | 0.2 | 7% | 3 | 45 | nt | i
O=C(Cn1c(=O)oc2cc(S(=O)(=O)N3CCCC3)ccc21)N1CCN(C2CCCCC2)CC1
→ i | -2% | -1.6 | 14% | 4 | -9 | -1% | -29%
CN1CCN(S(=O)(=O)c2ccc(N(C)Cc3cccc(F)c3)nc2)CC1
→ i | -3% | -0.2 | 11% | -1 | 14 | 0% | i
N#C/C(=C/c1cccn1-c1cccc(C(=O)O)c1)c1ccc(F)cc1
→ i | 0% | 0.2 | ? | 3 | 13 | 1% | -6%
O=S(=O)(c1cccc(F)c1)N1CCCN(c2ccc(C(F)(F)F)cn2)CC1
→ i | 12% | -3.5 | -6% | -3 | 0 | -3% | -10%
COC(=O)c1sc(NC(=O)C(C)c2ccccc2)nc1C (stereo not given)
→ i | -8% | -0.4 | -9% | -5 | 10 | -12% | i
CC1(C)OC(=O)C2=C(C[C@@H](CCOCc3ccccc3)O[C@@H]2c2ccc(F)cc2)O1
→ i | 4% | 1.8 | -16% | 0 | 1 | nt | -22%
COCCNC(=O)CN1CCN(C(c2ccccc2)c2ccccc2)CC1
→ i | 6% | 0.3 | 4% | -4 | ? | 1% | i
OC(c1ccccc1)(c1ccccc1)C1CCN(CCCOc2ccccc2Cl)CC1
→ i | 8% | -1.1 | -17% | -15 | -80* | nt | i
CCOC(=O)C1CCN(C(=O)C2CCCN(S(=O)(=O)c3ccc(OCC)c(Cl)c3)C2)CC1 (stereo not given)
→ i | 8% | 2.3 | 9% | -1 | 13 | 0% | 19%
COc1ccc(CNc2nc(NCc3ccc(OC)c(OC)c3)n(C(=O)c3cccs3)n2)cc1OC
→ i | 4% | 0.6 | 5% | 45* | 60 | -1% | -5%[57.5 µM]
CCc1ccc(CNCCSc2nnnn2C)cc1
→ i | 5% | -3.4 | -7% | -7 | -13 | 1% | i
COC(=O)C[C@@H]1OC[C@H](C(C)C)N1S(=O)(=O)c1ccc(C)cc1
→ i | 3% | nt | -17% | -1 | 3 | nt | -22%
Cc1cc2ccc3ccccc3c2cc1CN(C)C
→ i | 4% | -0.5 | 1% | -16 | -22 | 0% | i
N#Cc1cnc(NN)nc1
→ i | 10% | -0.5 | -3% | -10 | -21 | 1% | i
O=C(N/N=C/c1cn[nH]c1-c1ccc(Cl)cc1)c1ccc([N+](=O)[O-])cc1
→ i | -3% | -0.2 | 4% | -9 | -8 | 3% | i
O=C1CCC(=O)O1
→ i | 9% | -1.3 | -3% | 15 | 20 | 0% | i
Cc1[nH]nc(N)c1-c1ccccc1
→ i | 5% | 0.4 | 1% | -2 | -16 | 1% | 21%
CCOC(=O)C1=C(C)NC(C)=C(C(=O)OCC)C1C(=O)OCC(=O)c1ccc2c(c1)OCCO2
→ i | 9% | 0.0 | 2% | -1 | -11 | 0% | -5%
COc1ccc2cc3c(N)nn(C(=O)Cc4ccc(Cl)cc4)c3nc2c1
→ i | 1% | -17 | 15% | -7 | -10 | -2% | -15%
Nc1c(C(=O)N/N=C/c2ccccc2)cnn1-c1ccccc1
→ i | 2% | -0.1 | -8% | -2 | -3 | 3% | -25%
CC(CCC(=O)O)C1CC[C@H]2C3CCC4CC(=O)CCC4(C)[C@H]3CC(=O)C12C (stereo not given in full)
→ i | 10% | -1.3 | 5% | 3 | 2 | -4% | 4%
Cc1ccc(Nc2ncnc3ccccc23)cc1
→ i | 6% | -1.4 | 4% | -1 | -3 | -2% | -21%
CCOc1c2ccc(C(=O)NCCc3ccc(C)cc3)cc2nn1CC
→ i | -1% | 0.9 | 0% | -7 | 4 | 2% | -16%
CC1(C)Oc2ccc(C(=O)N3CCCC3)cc2N(CC(=O)NCc2ccccc2)C1=O
→ i | 12% | -0.4 | 5% | -1 | -28 | 0% | 9%[57.5 µM]
Cc1cc(C)c(N)cc1C
→ i | 1% | 1.0 | 2% | 9 | 7 | 1% | 19%
CN(C(=O)c1cccc(NC(=O)Cc2cccc(NC(=O)C3CCN(C(=O)CCc4ccccc4)CC3)c2)c1)C1CC1
→ i | 3% | -2.2 | 10% | 40* | 10 | nt | -11%
CCOC(=O)[C@]12CCCC=C1N(Cc1ccco1)C(=O)[C@H](CC(=O)NCc1ccc(OC)c(OC)c1)C2
→ i | 0% | -0.9 | -9% | 7 | 8 | nt | i
COc1ccc(CCNC(=O)c2ccc(-c3ccc([N+](=O)[O-])cc3Cl)o2)cc1
→ i | 0% | -2.4 | 8% | 4 | 23 | -1% | -11%
O=C(CNS(=O)(=O)c1cccs1)N1CCN(c2ccccc2F)CC1
→ i | 2% | -18 | 6% | -6&-2 | -13 | 2% | 2%&-16%
O=C(CSc1nnc2ccccn12)Nc1ccc(N2CCOCC2)cc1
→ i | 12% | 0.0 | -6% | -6 | -19 | -4% | -36%[inhibitor]
O=C(Oc1c(CN2CCOCC2)cc(Cl)c2cccnc12)c1ccc(F)cc1
→ i | 16% | -0.4 | -1% | -24 | -61* | -1% | -14%
NC(=O)[C@H]1CC2(CC(c3cccc(NC(=O)COc4ccc(Cl)cc4)c3)=NO2)CN1C(=O)[C@H]1CCC(=O)N1 (stereo not given in full)
→ i | 10% | -1.6 | 24% | -8 | 0 | -1% | 12%
O=C(CCCOc1ccccc1)Nc1ccccc1C(F)(F)F
→ i | 5% | -1.6 | 1% | 3 | 41 | 0% | -14%
Nc1cc(C(=O)OCC(=O)NNC(=O)c2ccccc2F)ccc1Cl
→ i | 7% | -1.0 | -5% | -4 | -15 | -3% | -32%[inhibitor]
CS(=O)(=O)N(CC(=O)Nc1ccccc1C(=O)NCc1ccco1)c1ccc2c(c1)OCCO2
→ i | 6% | -5.5 | 3% | 1 | 43 | 0% | -7%[57.5 µM]
CC(C)CC(=O)Nc1ccc(C(=O)CN2C(=O)NC3(CCOc4ccccc43)C2=O)cc1 (stereo not given)
→ i | 23% | -1.2 | -19% | -10 | 0 | -3% | 13%
COc1cc(C(=O)N(C)CC(=O)Nc2cccc(F)c2)ccc1OCc1ccccc1
→ i | 0% | -3.7 | -5% | -1 | -10 | 1% | -12%
COC(=O)C1=C(NC(=O)C(C)(C)C)CCS1
→ i | -4% | 0.0 | -2% | 4 | 7 | 1% | i
COc1ccc(N(CC(=O)Nc2ccccc2C(=O)NCC(C)C)S(C)(=O)=O)cc1
→ i | 2% | -1.4 | 6% | 1 | 1 | -1% | i

Some of the entries so far, as labelled records:
> Cc1ccc(Nc2ncnc3ccccc23)cc1
  Akt phos inh: i; EPAC2 ag: 6%; CCT chaperon mod: -1.4; EPAC2 antagonist: 4%; DRD3 agonist: -1; D3 antag: -3; Mm-Cpn inhibitor: -2%; PTHR1 agonist: -21%

> O=C(N/N=C/c1cn[nH]c1-c1ccc(Cl)cc1)c1ccc([N+](=O)[O-])cc1
  Akt phos inh: i; EPAC2 ag: -3%; CCT chaperon mod: -0.2; EPAC2 antagonist: 4%; DRD3 agonist: -9; D3 antag: -8; Mm-Cpn inhibitor: 3%; PTHR1 agonist: i

> CN1CCN(/C=N/c2sc3c(c2C#N)CCCCC3)CC1
  Akt phos inh: i; EPAC2 ag: -7%; CCT chaperon mod: 0.8; EPAC2 antagonist: 12%; DRD3 agonist: -12; D3 antag: -30; Mm-Cpn inhibitor: 0%; PTHR1 agonist: -52%[inhibitor][57.5 µM]

> CCCSc1ccc([C@@H]2[C@@H]3C(=O)N(C)C(=O)[C@@H]3[C@]3(C(=O)OC)CCCCN23)cc1OC
  Akt phos inh: i; EPAC2 ag: 12%; CCT chaperon mod: -1.0; EPAC2 antagonist: 6%; DRD3 agonist: 16; D3 antag: -14; Mm-Cpn inhibitor: -1%; PTHR1 agonist: -42%[inhibitor]
